High-throughput results: PubChem, National Center for Advancing Translational Sciences (NCATS)
SNCA expr inhib: reduces expression of the alpha-synuclein gene; 0.17% of 140,000 active; HEK-293 SNCA-luciferase knock-in, luminescence, 24 h; AID 1671194; Potency, µM (highest dose often 57.2 µM), for the others: at the top dose activity change, negative = inhibition, most hits filed as inhibitors;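 also: potency is read from the fitted curve at half-maximal effect; plate controls were DMSO cells for no effect and cell-free wells for full effect; nearly all actives have a fitted effect of over 45% in size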
3T3 cytotox: cytotoxic compounds in NIH 3T3 cells. NIH 3T3 viability, CellTiter-Glo ATP luminescence, 48-72 h. Potency, µM (highest dose often 96.7 µM), inactives show at the highest dose activity change, negative = cytotoxicity, most hits filed as inhibitors. 4.3% of 94,000 active; also: potency is read from the fitted curve at half-maximal effect; nearly all actives have a fitted effect of over 55% in size
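Viability of NIH 3T3 cells after 48 or 72 hr compound treatment at 37 °C was assessed by CellTiter-Glo, with luminescence imaged following a 10 min room-temperature step.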
IP6K1 inh: blocks human inositol hexakisphosphate kinase 1; AID 1645851; Q92551; activity change, % (series mostly up to about 58 µM); 0.81% of 140,000 active; IP6K1 kinase, ADP-Glo luminescence, 2 h; hits give low values; in the data active = activity change below about -25%
Target sequence (Q92551 whole entry, looked up): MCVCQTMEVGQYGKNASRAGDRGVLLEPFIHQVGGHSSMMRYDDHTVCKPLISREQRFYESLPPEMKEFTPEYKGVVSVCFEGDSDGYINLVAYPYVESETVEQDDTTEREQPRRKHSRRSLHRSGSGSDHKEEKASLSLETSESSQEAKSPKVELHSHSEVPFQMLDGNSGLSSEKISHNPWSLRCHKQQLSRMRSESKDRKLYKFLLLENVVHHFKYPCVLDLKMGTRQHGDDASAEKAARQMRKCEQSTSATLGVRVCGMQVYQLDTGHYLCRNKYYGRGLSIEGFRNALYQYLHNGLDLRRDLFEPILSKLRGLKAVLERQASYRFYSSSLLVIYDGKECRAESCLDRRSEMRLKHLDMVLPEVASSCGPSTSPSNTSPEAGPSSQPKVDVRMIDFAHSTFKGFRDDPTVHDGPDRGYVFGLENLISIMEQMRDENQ
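ADP-Glo luminescence measures ADP made by human IP6K1 during a 2 h RT reaction with ATP/IP6 (mix at 1.3 mM/130 uM); top library doses 57.5 and 19.1 uM final.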
HEK293 tox: HEK 293 cell cytotoxicity. HEK 293 viability, ATP luminescence (CellTiter-Glo), 48-72 h. Potency, µM (doses to about 115 µM), for the others: at the top dose activity change, negative = cytotoxicity, most hits filed as inhibitors. 6.6% of 94,000 active. AID 1345083; also: potency is read from the fitted curve at half-maximal effect; nearly all actives have a fitted effect of over 60% in size
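Cytotoxicity was scored by loss of ATP-coupled luminescence (CellTiter-Glo) in HEK 293 cells. Compound treatment ran 48 or 72 hr at 37 degree Celsius, 5% CO2, 95% humidity.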
SNCA viab count: reduces viability of HEK-293 SNCA reporter cells. Potency, µM (doses to about 57.1 µM), for inactives: top-dose activity change, negative = cytotoxicity, most hits filed as cytotoxic. HEK-293-SNCA-luc viability, GF-AFC fluorescence, 24 h. AID 1671193. 0.12% of 150,000 active;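 also: potency is read from the fitted curve at half-maximal effect; 0% = DMSO-treated cells and -100% = medium-only wells without cells; nearly all actives have a fitted effect of over 30% in size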
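HEK-293-SNCA-luc cells (1500/well) plated 24 h, then exposed 24 h to a dilution series; GF-AFC added 30 min at 37C, fluorescence 405/540 nm; normalised to medium-only and DMSO wells, Hill fit.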
Luciferase inh: inhibitors of firefly (Photinus pyralis) luciferase; P08659; purified P. pyralis luciferase, luminescence, biochemical; Potency, µM (doses to about 115 µM), for inactives: at the top dose activity change, negative = inhibition, actives largely listed as inhibitors; 2.5% of 76,000 active; AID 1347043; also: potency is read from the fitted curve at half-maximal effect; nearly all actives have a fitted effect of over 65% in size
Target sequence (P08659 whole entry, looked up): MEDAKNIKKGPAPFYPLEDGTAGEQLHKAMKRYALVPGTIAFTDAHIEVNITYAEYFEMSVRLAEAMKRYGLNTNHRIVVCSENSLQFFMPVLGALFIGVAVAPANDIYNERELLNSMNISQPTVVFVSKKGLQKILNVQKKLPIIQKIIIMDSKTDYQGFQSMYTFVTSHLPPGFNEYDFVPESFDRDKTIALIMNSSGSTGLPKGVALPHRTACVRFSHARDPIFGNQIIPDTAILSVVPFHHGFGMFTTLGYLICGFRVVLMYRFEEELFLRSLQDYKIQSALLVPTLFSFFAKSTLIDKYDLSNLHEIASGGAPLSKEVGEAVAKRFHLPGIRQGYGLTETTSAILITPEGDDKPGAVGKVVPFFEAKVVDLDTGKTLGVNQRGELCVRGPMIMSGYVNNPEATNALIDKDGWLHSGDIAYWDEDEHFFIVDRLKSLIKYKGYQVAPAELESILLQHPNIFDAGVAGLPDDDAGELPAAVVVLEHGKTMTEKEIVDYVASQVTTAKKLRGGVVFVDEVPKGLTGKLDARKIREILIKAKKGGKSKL
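Purified 10nM P. pyralis luciferase with 10uM D-luciferin and 10uM ATP in 50mM Tris acetate pH 7.5, 10mM Mg acetate, 0.01% Tween-20, 0.05% BSA. qHTS titration; luminescence read by CCD imager.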
GPT2 inhibitor: GPT2 alanine aminotransferase inhibition; Q8TD30; Recombinant GPT2, coupled pyruvate oxidase/HRP Amplex Red fluorescence; Potency, µM (series often up to 57.7 µM), for the others: at the top dose activity change, negative = inhibition, usual class: inhibitors; 0.25% of 100,000 active; also: potency is read from the fitted curve at half-maximal effect; nearly all actives have a fitted effect of over 60% in size; many of its hits are not listed in these tables
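Inhibition is scored from Amplex Red fluorescence generated when pyruvate oxidase and HRP act on pyruvate released by GPT2. Reactions contain 10ng/uL enzyme, 250uM a-KG and 2mM L-alanine and run 30 min at room temperature.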
* = called active by the depositor; i = inactive; ? = inconclusive; / = not tested or not shown; & = joins results of further samples; ! = not confirmed by another sample; [ ] = dose if it differs, or a comment. Unless noted, calls follow the shape of the dose curve; as a rule, active = well fitted curve in the direction sought with a large enough effect; inconclusive = small, poorly fitted or top-dose-only effect, or another doubt; inactive = no such curve, though single readings can be large; an effect the other way counts as inactive or inconclusive. Unless noted, % is scaled to controls: 0 for no effect and ±100 for the full control effect.

Below each compound: SNCA expr inhib	3T3 cytotox	IP6K1 inh	HEK293 tox	SNCA viab count	Luciferase inh	GPT2 inhibitor
COc1ccc(-n2nc(C3CCCN(C(=O)Cc4ccccn4)C3)[nH]c2=O)cc1 (stereo not given)
  6%	-8%	-4	1%	7%	2%	?
Cn1ncc2c(C(=O)NCCc3ccccn3)cc(-c3cc(Cl)cc(Cl)c3)nc21
  /	-18%	-2	-3%	/	/	/
CCCNC(=O)c1coc(COc2ccc3c(c2)C(c2ccc(C)cc2)N(C(=O)C2CC2)CC3)n1 (stereo not given)
  -9%	?	12	?	-1%	-5%	-3%
COc1ccccc1CN1CCC(N2Cc3cnc(C)n3C2=O)CC1
  -12%[87.6 µM]	-26%[138 µM]	12&13	?	-9%[87.6 µM]	6%[172 µM]	i
C=CC1C(O[C@@H]2O[C@H](CO)[C@@H](O)[C@H](O)[C@H]2O)OC=C(C(=O)OC)C1CC(=O)O (stereo not given in full)
  /	/	13	/	-16%[23.9 µM]	/	-13%[27.3 µM]
Cn1c(=O)c2nc(SCC(=O)Nc3ccc(Cl)c(Cl)c3)n(C)c2n(C)c1=O
  -8%	/	29	/	4%	/	/
O=C(NCc1ccc(-c2ccc(Cl)cc2)o1)C1NCCc2[nH]cnc21 (stereo not given)
  -19%	?	14	?	4%	-20%	-18%
COC(=O)c1cc2n(n1)CCCN(C(=O)c1ccc(OC)nc1OC)C2
  -5%	3%	28	-25%	-3%	-4%	i
COc1ccc(-c2nc3cc(C)ccc3cc2CN2CCCC(C#N)C2)cc1OC (stereo not given)
  -20%	?	4	?	-18%	-1%	0%[11.5 µM]
Cc1ccccc1CNC(=O)c1ccccc1NC(=O)c1nsc2ccccc12
  66%[activator]	/	-2	/	3%	/	/
CC/C=C\[C@H](O)[C@H](O)C1=C(C)C(=O)[C@]2(O1)C(=O)N[C@@](OC)(C(=O)c1ccccc1)[C@@H]2O
  /	/	13	/	-15%[23.9 µM]	/	i
O=C(NC1CC(=O)N(c2ccccc2)C1)c1ccc(Br)o1 (stereo not given)
  -5%	/	0	/	0%	/	/
Cc1ccc(NC(=O)CSc2ccc(-c3cccs3)nn2)cc1Cl
  4%	/	-9	/	2%	/	/
Cc1ccc(S(=O)(=O)N2C[C@@H]3OCC(=O)N(Cc4ccc(F)cc4)[C@@H]3C2)cc1
  -20%[87.6 µM]	?	2	?	0%[87.6 µM]	-3%[172 µM]	i
CC(C)CCN1CC2(C1)NC(=O)c1ccccc1O2
  -3%[87.6 µM]	-27%[138 µM]	11	-14%[172 µM]	-1%[87.6 µM]	-3%[172 µM]	-1%[88.5 µM]
COc1ccccc1NC(=O)C1=C(C)Nc2nc3ccccc3n2C1c1cccc(Br)c1 (stereo not given)
  0%	/	-26*	/	9%	/	/
O=C(CC[C@H]1NC(=O)c2ccccc2NC1=O)Nc1cccc(-c2ncn[nH]2)c1
  -15%	i	1	0%	-2%	5%	4%
O=C(N1CCOCC1)N1CCOC[C@H]1c1ncc(-c2ccc(OC(F)(F)F)cc2)[nH]1
  15%[87.6 µM]	-21%[174 µM]	3	-17%[172 µM]	2%[87.6 µM]	-9%[172 µM]	?
Cc1cccc(NC(=O)c2ccc(-c3nc(CSc4ccccc4)c(C)o3)cc2)c1C
  -6%	/	2	/	14%	/	/
CC(=O)N1CCN(c2ncnc3c2CN(c2ccc([N+](=O)[O-])cc2)C(=O)N(C)C3)CC1
  14%	-22%	-8	i	-3%	13%	i
COc1ccc2[nH]c(C(=O)N3C[C@@H](C(N)=O)[C@H](c4n[nH]c(C)n4)C3)cc2c1
  12%	-12%	3	1%	-21%	-14%	-20%
O=C(c1ccccc1F)N1CCCC(CO)(Cc2ccccc2F)C1 (stereo not given)
  4%	-20%	-4	-18%	-2%	-1%	i
Cc1ccoc1C(=O)N1CC(F)(F)C[C@H]1c1nnc(C2CC2)o1
  25%	-1%	4	-6%	-19%	-13%	-8%
CCN1C(=O)C2(CCN(S(=O)(=O)c3cc(Cl)ccc3OC)CC2)c2ccccc21
  -22%	?	-11	?	0%	1%	i
CCOc1ccc(S(=O)(=O)c2cn(Cc3ccc(OC)cc3)c3ccc(F)cc3c2=O)cc1
  19%	/	-17	/	-1%	/	/
O=C1CC2(CCN(Cc3cccs3)CC2)Oc2cc(Cl)ccc21
  108%&55%[activator]	?	-14&-2	?	1%&-11%	16µM*!	i
Cc1cc(C)nc(N2CCN(C(=O)C3CC(=O)N(CC(C)C)C3)CC2)n1 (stereo not given)
  1%	-1%	-12	i	-2%	10%	-24%
CC(C)CNC(=O)Nc1cccc(-c2ccc(N3CCC(C)CC3)nn2)c1
  ?	-20%	-10	-8%	-8%	0.32µM*	i
O=[N+]([O-])c1ccc(S(=O)(=O)NCc2nc3cccnc3n2Cc2ccccc2Cl)cc1
  -11%	/	-12	/	-4%	/	/
CCC(c1cccs1)N1C(=O)[C@H]2CN(S(=O)(=O)c3cc(C)ccc3C)C[C@H]2C1=O (stereo not given in full)
  7%	?	-6	?	-3%	0%	4%
O=C(CSc1nc(-c2ccc(Cl)cc2)nc2c1Cc1ccccc1O2)N1CCCCC1
  19%	/	8	/	10%	/	/
CC1=C(C(=O)Nc2ccc(C)cc2C)C(c2cccn2C)n2ncnc2N1 (stereo not given)
  6%	/	-15	/	5%	/	/
O=c1cc(-c2cccnc2)oc2c(NCC3CCOCC3)nccc12
  -17%[87.6 µM]	?	3	-14%[172 µM]	6%[87.6 µM]	-15%[172 µM]	-27%[88.5 µM]
O=C(c1cccc(Br)c1)N1CCCC2(CNc3ncccc3[S+](=O)([O-])N2)C1 (stereo not given)
  /	-32%	3	-6%	/	/	/
O=C1COCC2(CN1Cc1cccc(OC(F)(F)F)c1)CN(C(=O)C1CCOCC1)C2
  16%	-4%	11	?	4%	-3%	1%
CCOC(=O)c1c(NC(=O)/C=C/c2ccc(C(C)C)cc2)sc2c1CCC2
  -7%	/	13	/	-9%	/	/
COc1cccc(C(=O)Nc2cc3cc(OC)ccc3oc2=O)c1
  19%	/	32	/	5%	/	/
O=C(CN1C(=O)NC2(CCCCC2)C1=O)Nc1ccc(Cl)cc1
  -7%	?	10	?	-16%	0%	i
CSc1ccc(-c2ccc3c(c2)C(=O)N2CCN(C(=O)CCC(=O)O)C[C@H]2C(=O)N3)cc1
  -3%	-4%	6	-2%	-1%	32µM*	0%
Cc1ccccc1-n1c(SCC(=O)Nc2ccc(Cl)cc2F)nnc1-c1cc2occc2n1C
  ?	/	4	/	2%	/	/

12 entries out of the list, ordered by SMILES length, smallest number first.
Below each compound: SNCA expr inhib	3T3 cytotox	IP6K1 inh	HEK293 tox	SNCA viab count	Luciferase inh	GPT2 inhibitor
COc1cccc(C(=O)Nc2cc3cc(OC)ccc3oc2=O)c1
  19%	/	32	/	5%	/	/
O=c1cc(-c2cccnc2)oc2c(NCC3CCOCC3)nccc12
  -17%[87.6 µM]	?	3	-14%[172 µM]	6%[87.6 µM]	-15%[172 µM]	-27%[88.5 µM]
O=C(CN1C(=O)NC2(CCCCC2)C1=O)Nc1ccc(Cl)cc1
  -7%	?	10	?	-16%	0%	i
CC(C)CNC(=O)Nc1cccc(-c2ccc(N3CCC(C)CC3)nn2)c1
  ?	-20%	-10	-8%	-8%	0.32µM*	i
Cc1cc(C)nc(N2CCN(C(=O)C3CC(=O)N(CC(C)C)C3)CC2)n1 (stereo not given)
  1%	-1%	-12	i	-2%	10%	-24%
O=C(CSc1nc(-c2ccc(Cl)cc2)nc2c1Cc1ccccc1O2)N1CCCCC1
  19%	/	8	/	10%	/	/
O=C1COCC2(CN1Cc1cccc(OC(F)(F)F)c1)CN(C(=O)C1CCOCC1)C2
  16%	-4%	11	?	4%	-3%	1%
Cc1ccccc1-n1c(SCC(=O)Nc2ccc(Cl)cc2F)nnc1-c1cc2occc2n1C
  ?	/	4	/	2%	/	/
CCOc1ccc(S(=O)(=O)c2cn(Cc3ccc(OC)cc3)c3ccc(F)cc3c2=O)cc1
  19%	/	-17	/	-1%	/	/
O=[N+]([O-])c1ccc(S(=O)(=O)NCc2nc3cccnc3n2Cc2ccccc2Cl)cc1
  -11%	/	-12	/	-4%	/	/
CCC(c1cccs1)N1C(=O)[C@H]2CN(S(=O)(=O)c3cc(C)ccc3C)C[C@H]2C1=O (stereo not given in full)
  7%	?	-6	?	-3%	0%	4%
CSc1ccc(-c2ccc3c(c2)C(=O)N2CCN(C(=O)CCC(=O)O)C[C@H]2C(=O)N3)cc1
  -3%	-4%	6	-2%	-1%	32µM*	0%

Remaining list, next part
Below each compound: SNCA expr inhib	3T3 cytotox	IP6K1 inh	HEK293 tox	SNCA viab count	Luciferase inh	GPT2 inhibitor
COc1ccc(C2CC(=O)c3cc(-c4nc(-c5cccc([N+](=O)[O-])c5)cs4)c(=O)n(-c4ccc(C)c(C)c4)c3C2)cc1 (stereo not given)
  -4%	/	34	/	12%	/	/
COc1ccccc1-c1ccc(CN2CCCCC2C(=O)NC2CCCCC2)cc1 (stereo not given)
  /	45µM*!	0&16	22µM*!	/	/	/
CS(=O)(=O)N(C1CC1)C1CCOC2(CCN(C(=O)COc3ccccc3)CC2)C1 (stereo not given)
  6%	-7%	8	-3%	-6%	6%	3%
CC(=O)NCC(=O)N1Cc2ccccc2CC2(CCCCN2CC2CCNC2)C1 (stereo not given)
  -10%	i	-9	i	1%	/	-2%
COc1ccc(N2CCN(C(=O)Nc3cn(CC(C)C)c(=O)c4ccccc34)CC2)cc1
  7%	/	4	/	-10%	/	/
O=C(Cc1cccc(F)c1)N1CCC2(CC1)CC(N(Cc1ccccc1)C1CC1)CCO2 (stereo not given)
  -21%	?	4	?	1%	-20%	i
COc1ccccc1-n1c(=O)c(C(=O)N2CCN(C(=O)C3CC3)CC2)nc2cccnc21
  -6%	-5%	20	?	-1%	/	-2%
CCCC(=O)N1Cc2ccccc2CC2(CCCN(Cc3ccccc3)C2)C1 (stereo not given)
  ?	?	0	?	?	/	-26%

Not all compounds are listed; count on the stated rates, not on these rows.
